Assay outcomes as filed in PubChem.
Abeta rescue: restores growth of yeast expressing A-beta42 peptide. yeast expressing A-beta42, growth rescue, OD600, 48 h; response scale: 0% DMSO, 100% iron-clioquinol control. Potency, µM (titrated, usually from 46.1 µM), inactives show at the highest dose growth rescue, hits mostly activators. actives 0.063% (n = 410,000). AID 1347071; also: potency is read from the fitted curve at half-maximal effect; nearly all actives have a fitted effect of over 55% in size
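Growth rescue measured by 600 nm absorbance after 48 h yeast culture at 30 C with compound. Values normalized between DMSO and an equimolar ferric chloride plus clioquinol control.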
Mm-Cpn inhibitor: blocks the Methanococcus maripaludis chaperonin Mm-Cpn; purified Mm-Cpn ATPase, ADP Transcreener TR-FRET; Potency, µM (top dose mostly 76.9 µM), for inactives: at the highest dose activity, negative = inhibition, hits mostly inhibitors; actives 0.031% (n = 330,000); also: potency is read from the fitted curve at half-maximal effect; % is scaled to controls: 0 for no effect and ±100 for the full control effect; nearly all actives have a fitted effect of over 80% in size
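Quantitative HTS used 25 nM Mm-CPN and 10 uM ATP in magnesium/KCl Tris buffer, pH 7.4, with 1 mM DTT. Hydrolysis ran 30 min at 37°C; ADP was read by HTRF.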
TGFb inhibitor: blocks TGF-b signaling. HepG2 CAGA-GFP TGF-b/SMAD3 reporter, GFP fluorescence, 18 h; TGF-beta stimulated, 500 pg/mL final. Potency, µM (top dose mostly 46.1 µM), for inactives: top-dose activity, negative = inhibition, usual class: inhibitors. actives 1.2% (n = 410,000); also: potency is read from the fitted curve at half-maximal effect; % is scaled to controls: 0 for no effect and ±100 for the full control effect; nearly all actives have a fitted effect of over 65% in size
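HEPG2 CAGA-GFP cells (1000/well, DMEM with 1% FBS) were pre-incubated 2 h at 37 degrees C, given compound by pin tool, then stimulated with TGF-beta at 500 pg/mL final for 18 h before per-cell GFP fluorescence imaging.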
Akt phos inh: Akt phosphorylation inhibition | Neuro2A IGF-stimulated pAkt S473 HTRF, 20 min; active compounds read low | activity change, % for hits at 50 µM | actives 0.32% (n = 360,000) | AID 651550; in the data active = activity change below about -80%; inconclusive = mostly about -51% to -80%; also: % is scaled to controls: 0 for no effect and ±100 for the full control effect
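Single-point screen (50 µM final compound) in Neuro2A cells stimulated 20 min with 6 nM IGF at 37 deg C. After lysis, Ser473-phosphorylated Akt read by HTRF (ex 330 nm, em 615/665 nm) as the 665/615 ratio.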
Nrf2 block: Nrf2 pathway inhibition | actives 2.1% (n = 360,000) | Potency, µM (doses to about 46 µM), for inactives: top-dose activity change, negative = inhibition, most hits filed as inhibitors | A549 ARE-Fluc reporter, luciferase luminescence, 18-24 h | AID 504444; also: potency is read from the fitted curve at half-maximal effect; % is scaled to controls: 0 for no effect and ±100 for the full control effect; nearly all actives have a fitted effect of over 60% in size
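Nrf2 function is reported as luminescence of an ARE-controlled luciferase in A549 cells. Compounds were tested at several concentrations, and a CellTiter-Fluor read on the same wells flagged cytotoxicity.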
A549 viability: counter-screen for Nrf2 inhibitors: cytotoxicity in A549 cells. A549 ARE-Fluc cells, CellTiter-Fluor viability, 18-24 h. Potency, µM (doses to about 46 µM), for the others: top-dose activity change, negative = cytotoxicity, usual class: inhibitors. actives 0.16% (n = 390,000). AID 504648; also: potency is read from the fitted curve at half-maximal effect; % is scaled to controls: 0 for no effect and ±100 for the full control effect
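A549 ARE_Fluc cells in 5% FBS OPTI-MEM were exposed to compounds in concentration-response for 18-24 h at 37 deg C. Viability was read by CellTiter-Fluor fluorescence (Ex 405/Em 525) after 30 min, before the luciferase read.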
CCT modulator: modulators of cytosolic chaperonin (CCT/TRiC) activity | purified chaperonin ATPase assay, HTRF ADP detection, 30 min | activity change, % (no concentration beside the values), hits read low | actives 0.3% (n = 360,000) | AID 651819; in the data active = activity change below about -30%; also: % is scaled to controls: 0 for no effect and ±100 for the full control effect
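We incubate TRiC, 40 or 20 nM final, with library compounds at 76 uM and 10 uM ATP for 30 min at 37 °C. ADP formed is detected with Transcreener HTRF reagents after 30 min at room temperature.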
Nrf2 activator: Nrf2 pathway activation | AREc32 ARE-luciferase reporter (MCF7-derived line), luminescence, 24 h | Potency, µM (top dose mostly 46.1 µM), for inactives: top-dose activation, actives largely listed as activators | actives 0.31% (n = 410,000) | AID 624171; also: potency is read from the fitted curve at half-maximal effect; % of control where 0% means no effect; nearly all actives have a fitted effect of over 65% in size
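Luciferase luminescence (Steady-Glo, 30 min at room temperature) served as the read-out of ARE activation in AREc32 cells treated with compounds for 24 hr at 37 deg C.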
HepG2 viability: HepG2 cytotoxicity, counter-screen for TGF-b inhibitors; HepG2 CAGA-GFP viability, ATP luminescence, 18 h; Potency, µM (titrated, usually from 46.1 µM), for the others: at the highest dose activity change, negative = cytotoxicity, actives largely listed as cytotoxic; actives 0.76% (n = 410,000); also: potency is read from the fitted curve at half-maximal effect; some results filed as inactive show a strong effect at the top dose
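HepG2 CAGA-GFP cells (1000/well, DMEM with 1% FBS) received compound, then TGF-beta at 500 pg/mL final, and were incubated 18 hours at 37 degrees C. Viability was read by CellTiter-Glo luminescence. Media-only wells were set as complete cell-killing and DMSO as no toxicity.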
The depositor's hits bear a star; i = inactive; ? = inconclusive; / = no result given; [ ] = dose if it differs, or a comment. Unless noted, calls follow the shape of the dose curve; as a rule, active = well fitted curve in the direction sought with a large enough effect; inconclusive = small, poorly fitted or top-dose-only effect, or another doubt; inactive = no such curve, though single readings can be large; an effect the other way counts as inactive or inconclusive.

SMILES	Abeta rescue	Mm-Cpn inhibitor	TGFb inhibitor	Akt phos inh	Nrf2 block	A549 viability	CCT modulator	Nrf2 activator	HepG2 viability
Cc1ccc(NC(=O)CN2C(=O)COc3ccc(S(=O)(=O)Nc4ccccc4)cc32)c(C)c1	-8%	/	?	/	?	-6%	/	5.2%	-9%
COc1ccc(-c2nc(CSCC(=O)N3CCN(C(=O)c4ccco4)CC3)c(C)o2)cc1OC	2%	-2%	-11%	i	3%	-5%	1.7	-0.8%	1%
Cc1cc(C)c(C(=O)N2CCCC(CNS(=O)(=O)N(C)C)C2)o1 (stereo not drawn)	-7%	4%	0%	i	?	-7%	-0.5	-0.5%	1%
CC1CCN(c2nnc(N3CCC(C)CC3)c3ccccc23)CC1	-4%	1%	5%	i	9%	0%	-3.5	0.3%	-2%
COc1cccc(C(NC(C)=O)c2nc(-c3cccnc3)cs2)c1 (stereo not drawn)	7%	/	10%	i	/	/	-1.1	0.2%[9.22 µM]	2%
O=C(CCN1CCCCCC1)Nc1ccc(F)c(F)c1	3%	0%	-5%	i	-13%	5%	-0.6	0.1%	1%
CC(=O)c1ccccc1OCC(O)CN1CCN(CCN2C(=O)c3cccc4cccc(c34)C2=O)CC1 (stereo not drawn)	-12%	1%	?	i	?	?	-1.3	21%	0%
Cc1ccc(Cl)cc1NC(=O)N1CCC(CN2CCc3ccccc3C2)CC1	-12%	/	6%	/	-22%	-7%	/	-0.2%	2%
O=C(CCCCCNC(=O)c1ccccc1)N/N=C/c1ccc(O)cc1O	-30%	2%	-26%	i	-6%	0%	-1.9	-0.2%	-28%
C[C@H](CO)N1C[C@H](C)[C@@H](CN(C)C(=O)NC2CCCCC2)Oc2c(NC(=O)C3CC3)cccc2C1=O	-3%	-1%	-6%	i	1%	-3%	-1.0	-0.4%	-13%
O=C(CN1CCN(C(=O)c2ccc(-c3nc4ccccc4s3)o2)CC1)Nc1ccc(F)cc1	11%	-13%	?	i	?	?	1.1	11%	-13%
COc1ccc(CCNC(=O)c2ccc3c(c2)N(Cc2ccc(F)cc2)C(=O)c2ccccc2S3(=O)=O)cc1OC	-18%	/	/	/	?	10%	/	4.8%	-28%
Cc1ccsc1C(=O)OCC(=O)c1ccc(OC(F)F)cc1	-14%	1%	15%	i	-8%	17%	2.6	0.6%	7%
COc1cccc(C(=O)NC(=S)Nc2ccc3[nH]c(=O)[nH]c3c2)c1	1%	-3%	-18%	i	0%	-2%	-3.5	2.9%	-28%
CSc1nc(C)cc(OCC(=O)N2CCOCC2)n1	1%	0%	7%	i	-4%	0%	0.9	-0.3%	-3%
CS(=O)(=O)N1CCCC(C(=O)Nc2ccccc2C(F)(F)F)C1 (stereo not drawn)	9%	0%	0%	i	6%	2%	0.7	-0.3%	12%
CCc1nc2c(OCc3cc(Cl)cc(Cl)c3)cccn2c1N(C)C(=O)c1cccc(OC)c1	20%	/	?	i	/	/	-1.8	-0.1%[9.22 µM]	-36%
COc1ccc(CN(C)CCCn2ccc(NC(=O)OCc3ccccc3)nc2=O)cc1OC	7%	/	-9%	i	/	/	-0.6	2.4%	-31%
CCOC(=O)c1cc2c(=O)n3ccccc3nc2n(CCCOC)c1=NC(=O)c1cc2ccccc2o1	-4%	/	0%	/	-11%[9.27 µM]	-13%	/	0.7%	3%
COc1cc(-c2ccc(NC(=O)CN3CCC(C)CC3)c(OC)c2)ccc1NC(=O)CN1CCC(C)CC1	-4%	0%	?	i	-9%	0%	-2.7	0.7%	-15%
CC(=O)NC(c1cccc(F)c1)c1nc(-c2cnn(C)c2)cs1 (stereo not drawn)	12%	/	10%	i	/	/	0.2	0.4%[9.22 µM]	5%
COc1ccc(/C=C/C(=O)NC(=S)NNC(=O)c2cccs2)cc1OC	-8%	?	28%	i	-21%	-12%	1.6	-0.5%	20%
COC(=O)CNC(=O)c1cn(CC(C)C)c(=O)c2cc(OC)c(OC)cc12	18%	2%	9%	i	-18%	?	0.2	0.3%	2%
COc1cccc(OCc2cc(C(=O)N3CCN(C4CCCC4)CC3)no2)c1	-15%	-2%	-12%	i	?	5%	-4.4	2.9%	33%
CC(=O)c1ccc(Cc2ncc(C(F)(F)F)cc2Cl)s1	6%	-1%	0%	i	/	?	-1.9	0.6%	-10%
SMILES	Abeta rescue	Mm-Cpn inhibitor	TGFb inhibitor	Akt phos inh	Nrf2 block	A549 viability	CCT modulator	Nrf2 activator	HepG2 viability
O=C(CSc1n[nH]c(=O)n1C1CC1)Nc1ccc(OC(F)(F)F)cc1	5%	1%	9%	i	?	-6%	2.0	-0.1%	-17%
Cc1ccc(NC(=O)COC(=O)c2c[nH]c3ccccc23)cc1C	-11%	1%	-20%	i	1%	-3%	-9.2	3.2%	-15%
Cc1nc2ncnn2c(C)c1CCC(=O)NCc1ccccc1Cl	5%	/	-13%	/	2%	-7%	/	-0.2%	-21%
CCCC[C@@H]1CN=C(N)N1CC(C)(C)C	-7%	/	6%	i	16%	-1%	0.0	0.4%	0%
CCOC(=O)c1c(NC(=O)COc2ccccc2)sc(C(C)=O)c1C	4%	/	20%	/	/	2%	/	-1.0%	1%
COc1cccc(C(=O)Oc2cccc(N3C(=O)C4C5CC(C(Br)C5Br)C4C3=O)c2)c1 (stereo not drawn)	-2%	/	-16%	/	6%	-7%	-0.5	0.5%	-7%
COc1ccc(CCNC(=O)C(=O)Nc2ccc3c(c2)OCCO3)cc1OC	-7%	-1%	17%	i	-4%	1%	1.8	-0.9%	2%
CSc1nc(-c2ccco2)nn1C(=O)c1ccco1	-18%	0%	16%	i	14%	0%	-0.5	-0.1%	1%
O=C(CN(C1CCCCC1)S(=O)(=O)c1ccc(Br)cc1)NCc1ccncc1	-8%	0%	-9%	i	-19%	0%	-1.5	0.4%	4%
CCn1c(SCC(=O)Nc2ccc(F)cc2)nnc1C1CC1	8%	-4%	-13%	i	14%	8%	-1.1	1.8%	0%
O=C(CSc1nc2ccccc2s1)N1N=C(c2cccs2)CC1c1ccc(F)cc1 (stereo not drawn)	11%	-11%	-4%	i	-26%	0%	0.9	2.6%	1%
Cc1cc(NCCCN2CCOCC2)n2ncc(-c3ccc(Cl)cc3)c2n1	-20%	1%	1%	i	-9%	/	-0.3	6.2%	-32%
CCOC(=O)N1CCC(NC(=O)COc2cc(=O)n(C)c3ccccc23)CC1	1%	3%	-2%	i	?	2%	-19	-0.7%	-24%
OCCCc1nc2n(n1)C(c1ccccc1Cl)C=C(c1cccs1)N2 (stereo not drawn)	2%	-6%	22%	i	/	?	0.8	-0.2%	1%
CC1CCN(C(=O)CSc2nnc(CNC(=O)COc3ccc(Cl)cc3)o2)CC1	19%	1%	0%	i	-21%	-10%	-0.1	-0.2%	0%
Cc1ccc2cccc(NC(=O)c3ccc(-c4cccc(Cl)c4Cl)o3)c2n1	-19%	/	4%	/	3%	0%	/	0.6%	-10%
CCn1cc(C(=O)OCC(=O)Nc2cc(OC)cc(OC)c2)c(=O)c2ccc(C)nc21	19%	/	?	/	14%	6%	/	-0.4%	6%
COc1ccc(-c2cc3c(=O)n(CC(=O)NCc4ccc(F)cc4)ncn3n2)cc1	-3%	0%	0%	i	?	-2%	-1.6	-0.9%	-4%
CCOC(=O)c1cc2nc(Nc3ccc(OC)cc3)sc2s1	15%	-1%	5%	i	-68%	?	-3.1	5.6%	-18%
CCc1nnc(NC(=O)CSc2nnc(-c3ccccc3O)n2CC)s1	7%	2%	-13%	/	/	-9%	-2.6	-0.6%	1%
CCCCn1nnnc1C(c1ccccc1)N1CCN(c2ccccc2)CC1 (stereo not drawn)	3%	/	/	i	/	/	-0.2	-1.4%	/
O=C(c1ccccc1Cl)N1CCCCC1CCN1CCOCC1 (stereo not drawn)	-2%	/	14%	/	19%	8%	/	2.5%	6%
COc1ccc(NC(=O)CN(C)C(=O)c2cc(C)on2)cc1	-4%	0%	4%	i	-8%	0%	1.1	-0.3%	-7%
CCOc1ccc(NC(=O)c2c(NCc3cccnc3)sc3c2CCC(C)C3)cc1 (stereo not drawn)	-5%	/	13µM*	/	/	-1%	/	16%	-41%
CCOC(=O)[C@]12CCC=C1N(Cc1ccc(Cl)cc1Cl)C(=O)[C@H](CC(=O)NCc1ccccc1)C2	6%	/	/	i	/	/	-0.9	0.5%	/
Cc1ccc2c(c1)NC(=O)C(CC(=O)NCCCN1CCN(c3cc(C)ccc3C)CC1)O2 (stereo not drawn)	-5%	2%	-16%	i	4%	-2%	-1.4	6.1%	-38%
COCCSc1nnc(NC(=O)C2CC(=O)N(C3CCCC3)C2)s1 (stereo not drawn)	-5%	1%	11%	i	1%	9%	-0.9	0.2%	-2%

In the list so far, these have two or more sulfur atoms.
SMILES	Abeta rescue	Mm-Cpn inhibitor	TGFb inhibitor	Akt phos inh	Nrf2 block	A549 viability	CCT modulator	Nrf2 activator	HepG2 viability
COc1ccc(/C=C/C(=O)NC(=S)NNC(=O)c2cccs2)cc1OC	-8%	?	28%	i	-21%	-12%	1.6	-0.5%	20%
O=C(CSc1nc2ccccc2s1)N1N=C(c2cccs2)CC1c1ccc(F)cc1 (stereo not drawn)	11%	-11%	-4%	i	-26%	0%	0.9	2.6%	1%
CCOC(=O)c1cc2nc(Nc3ccc(OC)cc3)sc2s1	15%	-1%	5%	i	-68%	?	-3.1	5.6%	-18%
CCc1nnc(NC(=O)CSc2nnc(-c3ccccc3O)n2CC)s1	7%	2%	-13%	/	/	-9%	-2.6	-0.6%	1%
COCCSc1nnc(NC(=O)C2CC(=O)N(C3CCCC3)C2)s1 (stereo not drawn)	-5%	1%	11%	i	1%	9%	-0.9	0.2%	-2%

Compounds as they come; about 4.3% have a hit in one of these screens.
